# ASAP1 GAP inh: inhibitors of human ASAP1 ArfGAP activity, primary screen, biochemical, fluorescence polarization; Arf-GAP with SH3 domain, ANK repeat and PH domain-containing protein 1 (Homo sapiens), …; inhibition, % at 16.5 µM; ASAP1-stimulated ARF1 GTP hydrolysis, GDP FP detection; hit rate 0.19% among 360,000; in the data active = inhibition above about 25%;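 also: 0% = vehicle with enzyme and substrate and 100% = no enzyme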
# ADAM17 inh: ADAM17 inhibitors, primary screen, biochemical, QFRET; hit rate 0.83% among 370,000; AID 720648, 2013; Disintegrin and metalloproteinase domain-containing protein 17 (Homo sapiens), P78536; inhibition, % at 6.95 µM; recombinant ADAM17, EDANS/DABCYL FRET peptide cleavage;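 active = inhibition above the mean of compounds lying between control limits plus 3 SD, set per campaign, cut at about 8.5% in these data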;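 also: 0% = DMSO-only wells as the low control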
# Target sequence (P78536 215-824 limits assumed): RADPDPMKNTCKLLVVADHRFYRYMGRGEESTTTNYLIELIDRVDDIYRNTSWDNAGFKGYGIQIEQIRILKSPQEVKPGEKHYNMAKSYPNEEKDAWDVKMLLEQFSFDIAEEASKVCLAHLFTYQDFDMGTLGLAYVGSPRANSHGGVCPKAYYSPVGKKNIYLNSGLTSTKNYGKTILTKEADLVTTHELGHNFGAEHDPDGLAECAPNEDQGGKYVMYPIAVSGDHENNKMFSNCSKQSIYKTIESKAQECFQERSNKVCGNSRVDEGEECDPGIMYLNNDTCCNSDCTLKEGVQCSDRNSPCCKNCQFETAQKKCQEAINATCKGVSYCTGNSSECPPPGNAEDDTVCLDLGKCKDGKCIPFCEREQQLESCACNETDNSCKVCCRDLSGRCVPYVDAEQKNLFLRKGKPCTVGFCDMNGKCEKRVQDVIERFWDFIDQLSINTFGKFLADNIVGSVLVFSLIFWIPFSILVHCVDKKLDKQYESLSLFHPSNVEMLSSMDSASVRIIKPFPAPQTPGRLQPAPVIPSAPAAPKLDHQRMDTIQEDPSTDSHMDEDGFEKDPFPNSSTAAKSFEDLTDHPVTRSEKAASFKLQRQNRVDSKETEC
# DDE Tn7 FP inh: inhibitors of Tn7 peptide binding to fibrin DD(E), primary screen, biochemical, fluorescence polarization, human fibrin, Tn7 probe; Fibrinogen beta chain (Homo sapiens), P02675; FP displacement of FITC-Tn7 peptide from fibrin DD(E); 0% = median of compound wells per plate; inhibition, % at 8.3 µM; hit rate 0.13% among 370,000;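 active = inhibition above the mean of compounds falling within the control limits plus 3 SD of them, cut at about 14% in these data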;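 also: 0% = plate median of compound wells and 100% = 10 µM Aha-Tn7 peptide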
# Target sequence (P02675 whole entry, looked up): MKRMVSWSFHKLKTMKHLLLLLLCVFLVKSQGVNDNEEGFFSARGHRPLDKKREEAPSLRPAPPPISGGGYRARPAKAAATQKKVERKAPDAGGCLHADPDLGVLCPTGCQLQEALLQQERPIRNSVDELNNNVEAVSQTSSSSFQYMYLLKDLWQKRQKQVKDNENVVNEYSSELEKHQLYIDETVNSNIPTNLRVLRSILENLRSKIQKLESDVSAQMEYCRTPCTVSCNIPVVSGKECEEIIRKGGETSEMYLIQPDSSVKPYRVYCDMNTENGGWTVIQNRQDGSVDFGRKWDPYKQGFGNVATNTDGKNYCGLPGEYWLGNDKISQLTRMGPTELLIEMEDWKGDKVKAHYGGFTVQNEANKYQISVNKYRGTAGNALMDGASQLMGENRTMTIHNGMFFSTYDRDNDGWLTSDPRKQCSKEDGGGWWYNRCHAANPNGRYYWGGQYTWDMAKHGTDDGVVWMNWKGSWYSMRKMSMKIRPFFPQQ
#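 Assay system: human fibrin DD(E). Input: DD(E) 2 µM final. Medium: Tris buffer with calcium and detergent, pH 7.8. Compound dosing: single point at 8.3 µM. Timing: 10 min plus 3 h, room temperature. Technique: fluorescence polarization of the labelled Tn7 tracer. Read-out: percent inhibition. Replicates: singlicate testing.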
# SIAE inh: human SIAE inhibitors, primary screen, biochemical, fluorescence polarization, FP-Rh probe, 1536-well HTS. SIAE FP-Rh probe binding. AID 1053197, 2014. inhibition, % at 9.66 µM. hit rate 0.69% among 370,000;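 active = inhibition above a cutoff: mean of compounds within the control limits plus 3 SD of those, cut at about 17% in these data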;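 also: 0% = plate median of compound wells and 100% = probe without SIAE protein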
# PLC-beta3 inh: human PLC-beta3 inhibitors, primary screen, biochemical, fluorescence; inhibition, % at 12.2 µM; 1-phosphatidylinositol 4,5-bisphosphate phosphodiesterase beta-3 (Homo sapiens), Q01970; AID 720704, 2013; Purified PLC-beta3, fluorogenic substrate; hit rate 0.18% among 370,000; in the data active = inhibition above about 11%;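 also: 0% = median of compound wells on plate and 100% = full blocker control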
# ARFGAP1 inh: inhibitors of rat ARFGAP1 GAP activity, primary screen, biochemical, fluorescence polarization, GDP tracer; Arfgap1-stimulated ARF1 GTP hydrolysis, GDP FP detection; inhibition, % at 16.5 µM; hit rate 0.26% among 360,000; AID 651572, 2012;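 active = inhibition above a per-plate limit, mean inhibition of low control wells plus 3 SD, cut at about 25% in these data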;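 also: 0% = DMSO wells with enzyme and 100% = wells lacking Arfgap1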
#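 Material: rat Arfgap1 GAP domain (His6, aa 1-136), purified enzyme. Also added: human ARF1(Δ1-17)-GTP substrate. Compound dosing: 16.5 µM single point, 1.26% DMSO. Timing: enzyme reaction 120 min at 25 °C after 20 min preincubation. Signal: GDP detection by fluorescence polarization. Read-out basis: percent inhibition of GAP-stimulated GDP formation, scaled between DMSO and no-Arfgap1 medians.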
# Tn6 DDE FP: inhibitors of Tn6 peptide binding to fibrin DD(E), primary screen, biochemical, fluorescence polarization, human fibrin, Tn6 probe | hit rate 0.21% among 370,000 | Fibrinogen beta chain (Homo sapiens), P02675 | Fibrin DD(E) TRITC-Tn6 fluorescence polarization displacement | AID 720509, 2013 | inhibition, % at 8.3 µM;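 active = inhibition above a per-campaign cutoff: mean of compounds within control limits plus 3 SD, cut at about 15% in these data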;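 also: 0% = median of all compound wells on the plate and 100% = blocking peptide control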
# ADAM10 inh: human ADAM10 inhibitors, primary screen, biochemical, QFRET, HTS. recombinant ADAM10, EDANS/DABCYL FRET peptide cleavage, 3 h. inhibition, % at 7 µM. hit rate 0.62% among 370,000. AID 720582, 2013;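 active = inhibition above a per-campaign cutoff equal to the mean of compounds falling between control-based bounds plus 3 SD, cut at about 20% in these data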;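 also: 0% = DMSO wells while the 100% control is not disclosed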
# PLC-gamma1 inh: PLC-gamma1 enzyme inhibitors, primary screen, biochemical, fluorescence, purified enzyme | 1-phosphatidylinositol 4,5-bisphosphate phosphodiesterase gamma-1 (Homo sapiens), P19174 | fluorogenic substrate | inhibition, % at 12.2 µM | hit rate 0.84% among 370,000; in the data active = inhibition above about 9.5%
# TDP2 inh: human TDP2 enzyme inhibitors, primary screen, biochemical, epi absorbance, recombinant enzyme; inhibition, % at 12.8 µM; T5PNP hydrolysis, p-nitrophenol absorbance 415 nm; hit rate 0.34% among 370,000;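 active = inhibition above the mean of all tested compounds plus 3 SD, set per campaign, cut at about 25% in these data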;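 also: 0% = DMSO with enzyme and 100% = buffer with substrate but no TDP2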
#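 Material: recombinant human TDP2; quantity: TDP2 enzyme at 120 nM final; medium: Tris-HCl pH 7.5 with MgCl2; compound: single concentration, 12.8 µM nominal, with 1% DMSO; incubation: 2 h enzyme incubation at 37 °C; signal: epi absorbance; measure: percent inhibition; benchmarks: high control without enzyme, low control DMSO plus TDP2; repeats: singlicate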
# Numbers without * were called inactive; i = inactive.
[1] COc1ccc(CNC(=O)CCCn2nc(C)c3c(C)n(-c4ccc(C)cc4)nc3c2=O)cc1OC
[2] CCn1c(SCC(=O)NCc2ccco2)nnc1-c1ccc(N)cc1
[3] Cc1ccc(/C=C/c2ccc(=O)n(Cc3ccc(F)cc3)n2)cc1
[4] Cc1cc2cccc(C)c2nc1SCC(=O)NCC1CCCO1 (stereo not drawn)
[5] COC(=O)/C(=C/c1ccco1)NC(=O)c1ccco1
[6] CC[C@@H](NS(=O)(=O)c1ccc(C)cc1)C(=O)Oc1ccc2c3c(c(=O)oc2c1)CCC3
Assay by compound,1,2,3,4,5,6
ASAP1 GAP inh,18,-6,-4,-16,3,-4
ADAM17 inh,2,-2,-22,-2,1,i
DDE Tn7 FP inh,8,-8,-7,-4,6,2
SIAE inh,-2,-3,4,1,6,13
PLC-beta3 inh,-6,-1,-59,3,0,i
ARFGAP1 inh,10,6,9,2,4,1
Tn6 DDE FP,10,-4,-4,-2,-6,-3
ADAM10 inh,3,-1,-65,-9,4,i
PLC-gamma1 inh,0,-1,-52,1,4,i
TDP2 inh,-10,2,-2,-10,9,-14

[7] CCN(CC)C(=O)CC(c1ccc2c(c1)OCO2)c1c(O)cc(OC)cc1OC (stereo not drawn)
[8] Cc1ccc(OCc2nnc(-c3ccc(Cl)cc3)o2)cc1
[9] Cc1ccc(OCCNC(=O)c2ccccc2F)cc1
[10] O=C(O)c1sccc1SCc1ccc(Cl)cc1Cl
[11] O=S(=O)(NCc1ccccn1)c1ccc(Cl)c(C(F)(F)F)c1
[12] O=C(CCc1cccc(Cl)c1)N1CCCC(Nc2ccccc2)C1 (stereo not drawn)
Assay by compound,7,8,9,10,11,12
ASAP1 GAP inh,-6,2,2,-5,-2,3
ADAM17 inh,-2,1,-3,0,-1,-2
DDE Tn7 FP inh,2,10,-1,-8,-3,-3
SIAE inh,5,-6,0,0,-1,3
PLC-beta3 inh,2,-10,-5,0,0,-4
ARFGAP1 inh,10,4,5,-7,9,18
Tn6 DDE FP,2,5,4,-8,7,-2
ADAM10 inh,-1,11,0,-6,3,8
PLC-gamma1 inh,0,-2,1,1,3,1
TDP2 inh,12,-8,-2,-7,0,3

[13] Cn1c(=O)oc2cc(S(=O)(=O)N3CCC(C(=O)N4CCc5ccccc5C4)CC3)ccc21
[14] COC(CN(C)C(=O)c1ccc(CS(=O)(=O)c2ccccc2C)o1)OC
[15] Cc1cc(C(=O)NNC(=O)CCCCC(=O)NNC(=O)c2cc(C)[nH]n2)n[nH]1
[16] CC(C)[C@H](NS(=O)(=O)/C=C/c1ccccc1)C(=O)OCC(=O)NC(N)=O
[17] CCCn1c(C)cc(/C=C(\C#N)C(=O)OCC(=O)NC(=O)NC(C)(C)C)c1C
[18] COc1ccc(F)cc1S(=O)(=O)Nc1ccc2c(c1)OCCO2
Assay by compound,13,14,15,16,17,18
ASAP1 GAP inh,6,-1,-2,-20,15,2
ADAM17 inh,-2,5,-3,-6,2,1
DDE Tn7 FP inh,5,-2,1,-2,4,-5
SIAE inh,-1,-2,0,1,1,-2
PLC-beta3 inh,1,-3,4,-6,-22,2
ARFGAP1 inh,-1,0,2,7,1,-4
Tn6 DDE FP,-3,0,1,-5,4,6
ADAM10 inh,-16,2,1,-8,-7,-2
PLC-gamma1 inh,2,2,-2,2,-13,-2
TDP2 inh,-11,8,4,8,-16,-6

[19] COc1cc(OC)c2c(-c3ccccc3)cc(=O)oc2c1C(CCN1CCCC(C)C1)c1ccc2c(c1)OCO2 (stereo not drawn)
[20] O=C(N/N=C/c1ccncc1)c1ccccc1OCc1ccc(Br)cc1
[21] Nc1ccc(S(=O)(=O)Nc2nccc(/C=C/c3ccc(Cl)cc3Cl)n2)cc1
[22] COc1cccc(/C=C/C(=O)OCC(=O)NCc2ccco2)c1
[23] CCc1c(C(=O)NCCc2cccc(C)c2)[nH]c(C)c1C(C)=O
[24] Cc1nc2c(C)c(C)c(C)c(C)c2nc1C
Assay by compound,19,20,21,22,23,24
ASAP1 GAP inh,-11,3,-8,-4,4,-3
ADAM17 inh,1,-5,-3,-17,-5,3
DDE Tn7 FP inh,2,-5,0,4,4,12
SIAE inh,1,1,-102,-10,-10,-30
PLC-beta3 inh,-22,3,-9,-58,-7,-6
ARFGAP1 inh,11,13,5,-1,-1,2
Tn6 DDE FP,9,4,10,2,-6,2
ADAM10 inh,11,-3,-8,-65,8,1
PLC-gamma1 inh,-12,1,0,-57,9,7
TDP2 inh,-3,-1,8,2,-11,-19

# An excerpt from above in order of their number in ADAM17 inh, descending.
[19] COc1cc(OC)c2c(-c3ccccc3)cc(=O)oc2c1C(CCN1CCCC(C)C1)c1ccc2c(c1)OCO2 (stereo not drawn)
[23] CCc1c(C(=O)NCCc2cccc(C)c2)[nH]c(C)c1C(C)=O
[22] COc1cccc(/C=C/C(=O)OCC(=O)NCc2ccco2)c1
Assay by compound,19,23,22
ASAP1 GAP inh,-11,4,-4
ADAM17 inh,1,-5,-17
DDE Tn7 FP inh,2,4,4
SIAE inh,1,-10,-10
PLC-beta3 inh,-22,-7,-58
ARFGAP1 inh,11,-1,-1
Tn6 DDE FP,9,-6,2
ADAM10 inh,11,8,-65
PLC-gamma1 inh,-12,9,-57
TDP2 inh,-3,-11,2

# (listing goes on)
[25] COc1ccc(NC(=O)c2ccc3snnc3c2)cc1
[26] NC(=O)CN1CCN(c2ccccc2F)CC1
[27] COc1ccc(OC)c(CNC(=O)c2coc(=O)c3ccccc23)c1
[28] CCCCNC(=O)CSc1nnc(Cc2ccccc2)n1CC1CCCO1 (stereo not drawn)
[29] COc1cnn(-c2ccccc2)c(=O)c1SCc1ccc(Cl)c(Cl)c1
[30] O=C(c1ccc(-c2cccc(C(F)(F)F)c2)o1)N1CCOCC1
Assay by compound,25,26,27,28,29,30
ASAP1 GAP inh,-22,8,1,4,-6,-5
ADAM17 inh,-3,-5,-4,2,0,-1
DDE Tn7 FP inh,2,-5,3,8,2,-7
SIAE inh,-5,-4,-5,-3,1,3
PLC-beta3 inh,0,-3,-7,2,-4,3
ARFGAP1 inh,9,-4,-1,5,0,6
Tn6 DDE FP,-1,2,3,0,0,-7
ADAM10 inh,6,2,-4,4,5,0
PLC-gamma1 inh,-4,-2,-3,-1,-3,2
TDP2 inh,-3,14,-9,4,0,6

[31] CN(CCNC(=O)c1ccc(CS(=O)(=O)c2c(Cl)cccc2Cl)o1)CCc1ccccc1
[32] CSc1cccc(NC(=S)Nc2cc(C)ccc2C)c1
[33] Cc1ccc(NC(=O)C(C)OC(=O)c2ccc(NC(=O)CC#N)cc2)cc1S(=O)(=O)N1CCOCC1 (stereo not drawn)
[34] COCCN(C(=O)c1ccccc1Oc1ccccc1)c1c(N)n(CC(C)C)c(=O)[nH]c1=O
[35] COc1cc(C(O)c2nc(-c3ccncc3)cs2)ccc1F (stereo not drawn)
[36] COc1cc(/C=C2\SC(=S)N(C(C(=O)O)c3ccccc3)C2=O)ccc1O (stereo not drawn)
Assay by compound,31,32,33,34,35,36
ASAP1 GAP inh,2,8,15,2,2,2
ADAM17 inh,3,-4,-1,1,-4,0
DDE Tn7 FP inh,0,3,-1,-3,3,-11
SIAE inh,10,-2,-92,4,-6,-149
PLC-beta3 inh,-6,-6,-35,-4,-12,-75
ARFGAP1 inh,-5,-13,5,1,-2,-3
Tn6 DDE FP,-2,-6,9,-1,-4,-1
ADAM10 inh,-8,0,0,-8,-6,-1
PLC-gamma1 inh,-1,-2,-20,2,2,-58
TDP2 inh,-5,4,10,2,-3,1

# Entries of single compounds from above. Values in the order: ASAP1 GAP inh	ADAM17 inh	DDE Tn7 FP inh	SIAE inh	PLC-beta3 inh	ARFGAP1 inh	Tn6 DDE FP	ADAM10 inh	PLC-gamma1 inh	TDP2 inh
# COCCN(C(=O)c1ccccc1Oc1ccccc1)c1c(N)n(CC(C)C)c(=O)[nH]c1=O as listed: 2	1	-3	4	-4	1	-1	-8	2	2
# Cc1ccc(NC(=O)C(C)OC(=O)c2ccc(NC(=O)CC#N)cc2)cc1S(=O)(=O)N1CCOCC1 (stereo not drawn) as listed: 15	-1	-1	-92	-35	5	9	0	-20	10
# CN(CCNC(=O)c1ccc(CS(=O)(=O)c2c(Cl)cccc2Cl)o1)CCc1ccccc1 as listed: 2	3	0	10	-6	-5	-2	-8	-1	-5
# CSc1cccc(NC(=S)Nc2cc(C)ccc2C)c1 as listed: 8	-4	3	-2	-6	-13	-6	0	-2	4

# Next records:
[37] Cc1cc(NC(=O)CSc2nc(Cc3ccc(O)cc3)c(C)[nH]2)no1
[38] Cc1ccc(C(=O)NNC(=O)C2CCN(S(=O)(=O)c3ccc(C)cc3)CC2)cc1
[39] CCCCCCn1c(=O)n2n(c1=O)[C@@H]1CN(S(=O)(=O)c3ccc(C)cc3)C[C@]1(O)[C@@H](OC(=O)Nc1cccs1)C2
[40] COC(=O)C1=NN(C(C)(C)CC(C)=O)C2C(=O)N(C3CCCCC3)C(=O)C12 (stereo not drawn)
[41] COC(=O)c1c(NC(=O)C2COc3ccccc3O2)sc2c1CCN(C(=O)OC)C2 (stereo not drawn)
[42] O=C(CSc1nnc2ccccn12)NCCN1C(=O)CSC1=O
[43] O=C1Nc2ccc([N+](=O)[O-])cc2OC1CCN1CCOCC1 (stereo not drawn)
Assay by compound,37,38,39,40,41,42,43
ASAP1 GAP inh,-9,-6,3,8,0,-1,-1
ADAM17 inh,-3,6,8,-8,-1,1,-4
DDE Tn7 FP inh,-1,-6,-6,1,7,2,-3
SIAE inh,4,1,-2,0,1,-2,0
PLC-beta3 inh,2,-3,-1,-19,1,0,-7
ARFGAP1 inh,-18,-9,2,-3,3,-8,5
Tn6 DDE FP,3,0,-2,-1,4,3,0
ADAM10 inh,-5,7,13,-9,10,-4,2
PLC-gamma1 inh,-1,3,-2,-9,2,3,0
TDP2 inh,15,-7,-8,13,4,-15,8

# High-throughput results (PubChem)
